Hsp70 displacement: Hsp70 inhibitors, probe displacement, primary screen, biochemical, fluorescence polarization (AID 583); Heat shock 70 kDa protein 1A (Homo sapiens); Hsp70 fluorescence polarization probe displacement, mP; higher % means a stronger effect; displacement, % at 20 µM; hits with a dose series show IC50 in µM; hit rate 0.06% among 140,000; in the data active = displacement above about 50%;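 note: plate controls were vehicle for no effect and reference ligand for full effect; a part of the inactive calls stands beside numbers as strong as those of hits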
MKP-3 inhibition: MKP-3 phosphatase inhibitors, primary screen, biochemical, rat enzyme, in vitro (AID 425). recombinant MKP-3 phosphatase activity, fluorescence; higher % means a stronger effect. inhibition, % at 20 µM, or IC50 in µM where a hit was titrated. hit rate 0.17% among 110,000; in the data active = inhibition above about 50%;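 note: plate controls were vehicle for no effect and reference inhibitor for full effect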
An asterisk follows results filed as active; nt = no result given; & = joins results of further samples.

SMILES	Hsp70 displacement	MKP-3 inhibition
O=S(=O)(c1ccccc1)N1CCSC1c1ccc(Br)cc1 (stereo not given)	4.3%	0%
Cc1cc(N2CCCCC2)nc(N2CCOCC2)n1	7.6%	nt
CCOc1ccc(N2C(=O)NC(=O)/C(=C\c3ccc(OCC(=O)O)c(OC)c3)C2=O)cc1	-0.9%	0%
Cc1cc(C)c(S(=O)(=O)c2ccccc2)c(OC(=O)c2ccc(Cl)cc2Cl)n1	-0.9%	nt
CC(=O)c1c(N2CCN(C(=O)C3CCCO3)CC2)nc(=S)n(-c2ccccc2)c1C (stereo not given)	-3.6%	0%
O=C(CN1CCN(c2ccccn2)CC1)Nc1ccc(OCc2ccccc2)cc1	1.9%	-4%
CCCNS(=O)(=O)c1ccc(CCC(=O)NCc2ccco2)cc1	-3.9%	-12%
COC(=O)C1=C(N)Oc2cc(C)n(CCCn3ccnc3)c(=O)c2C1c1ccc(Cl)cc1 (stereo not given)	4.2%	10%
COc1ccc(-c2noc(Cc3cccs3)n2)cc1	-2.8%	5%
COC(=O)c1sccc1NC(=O)c1ccc(Br)o1	27%	-8%
CCOc1ccccc1NC(=O)c1c(NC(=O)C(C)(C)C)sc2c1CCCCC2	19%	-3%
Cn1c(-c2sc3ccccc3c2Cl)n[nH]c1=S	1.8%	nt
CCCCOc1ccc(NC(=O)COc2cccc(C)c2C)cc1	1.4%	1%
CCOC(=O)c1c(-c2ccc(Br)cc2)csc1NC(=O)CSc1ccccc1	-0.3%	7%
O=C(NC1CCCCC1)C(c1ccccc1)N1CCC2(CC1)OCCO2 (stereo not given)	-0.3%	3%
O=C(Nc1nccs1)c1ccc(Cl)c(S(=O)(=O)N2CCCCC2)c1	-1.7%	2%
CC(=O)c1c(C)nc(-c2ccc(Cl)cc2)nc1NC(=O)C(C)C	-2.8%	-1%
N#CC1=C(N)C(C#N)(C#N)C(c2cccnc2)C2COCC=C12 (stereo not given)	2.4%	-16%
N#CC1=C(N)SC(N)=C(C#N)C1c1cccc(Oc2ccccc2)c1	-50%	-3%
CCOC(=O)C(NC(=O)c1ccccc1)(OCC1(CC)COC1)C(F)(F)F (stereo not given)	-1.0%	nt
Cc1ccccc1COc1ccc(/C(O)=C2/C(=O)C(=O)N(CCCn3ccnc3)C2c2ccco2)cc1 (stereo not given)	4.4%	-4%
Cn1c(NC(=O)c2ccccc2C(F)(F)F)cc(=O)n(C)c1=O	-3.2%	-2%
COc1ccc(-n2c(Cc3cccs3)nnc2SCC(=O)Nc2ccc3c(c2)OCCO3)cc1	0.5%	-7%
CCOC(=O)c1ccc(CNC(=O)CSc2nc(NC(=O)c3ccccc3)c3c(C)c(C)oc3n2)cc1	-8.2%	nt
COc1ccccc1N1CCN(S(=O)(=O)c2ccc(SC)cc2)CC1	8.2%	-2%

Record cards (already shown):
Profile of Cc1cc(N2CCCCC2)nc(N2CCOCC2)n1 : Hsp70 displacement: 7.6%; MKP-3 inhibition: nt
Profile of O=S(=O)(c1ccccc1)N1CCSC1c1ccc(Br)cc1 (stereo not given) : Hsp70 displacement: 4.3%; MKP-3 inhibition: 0%
Profile of CCOC(=O)C(NC(=O)c1ccccc1)(OCC1(CC)COC1)C(F)(F)F (stereo not given) : Hsp70 displacement: -1.0%; MKP-3 inhibition: nt

Further structures.
SMILES	Hsp70 displacement	MKP-3 inhibition
CCCCNC(=O)c1cc(-c2ccc(OC)c(OC)c2)on1	2.1%	-4%
CCCCNC(=O)CCCn1c(=S)[nH]c2cc3c(cc2c1=O)OCO3	0.6%	-1%
COC(=O)C1=C(C)N(Cc2cccnc2)C(=O)/C1=C\c1cccc(Cl)c1Cl	6.1%	0%
O=C(Nc1c(F)cc(F)cc1Br)c1cc2nc(C(F)F)cc(C(F)F)n2n1	2.3%	-7%
C=C(C)COc1ccccc1/C=C1\N=C(c2ccc(F)cc2)OC1=O	-6.5%	3%
Cc1c(C(=O)N2CCCC2)sc(NC(=O)c2cccc(Cl)c2)c1C#N	1.5%	nt
NS(=O)(=O)c1ccc(NC(=O)CCCN2C(=O)/C(=C/c3ccc(Cl)cc3)SC2=S)cc1	-2.6%	3%
CCOC(=O)Cn1nc(C)c2c1CCCC2=O	3.6%	nt
CCN(CCO)Cc1cn[nH]c1-c1ccc(C)c(C)c1	3.8%	-1%
Cc1ccc2c(CC(=O)Nc3ccc(N4CCN(C)CC4)cc3C)coc2c1	-4.5%	-15%
COc1ccccc1NC(=O)c1ccc(NS(=O)(=O)c2c(C)noc2C)cc1	9.2%	-1%
CC1CCCN(C(c2ccccc2)c2sc3ncnn3c2O)C1 (stereo not given)	1.8%	-9%
O=C(C[n+]1ccc(C(=O)N/N=C/c2ccc(OCc3ccccc3)cc2)cc1)c1ccccc1	11%	nt
COc1cc(NC(=O)c2cc(OC)c(OC)c(OC)c2)ccc1NC(=O)c1ccco1	-1.5%	7%
CCc1ccc(OCC(=O)Nc2ccc(O)c(-c3nc4ccccc4s3)c2)cc1	2.3%	-2%
COc1ccc(C(=O)COC(=O)CCCn2c(=O)oc3ccccc32)cc1	17%	-10%
O=C(CSc1nnc(Cc2ccc3c(c2)OCO3)n1C1CCCCC1)NC1CCCC1	3.9%	nt
COc1ccc(S(=O)(=O)N2CCN(C(=O)c3ccccc3F)CC2)cc1	-0.5%	2%
NNC(=O)CN1C(c2cccc(Cl)c2)=Nc2ccc(Br)cc2C1c1ccccc1 (stereo not given)	0.2%	-2%
COc1cc(OC)cc(C(=O)NCC(=O)OC2CCOC2=O)c1 (stereo not given)	-3.1%	-1%
C=CCc1cc(/C=C2/C(=O)NC(=O)N(c3cccc(C)c3)C2=O)cc(OC)c1O	37%	3%
O=C(/C=C/c1c(Cl)cccc1Cl)Nc1ccccc1F	-4.1%	4%
Cc1cc(C(=O)O)c(=O)[nH]c1C	-2.1%	-5%
Oc1ccc(Cl)cc1/C=N/c1nccs1	3.0%	-8%
Cc1ccc(CS(=O)(=O)CCC(=O)NCc2ccc3c(c2)OCO3)cc1	2.6%	10%
Carrying on:
SMILES	Hsp70 displacement	MKP-3 inhibition
COc1cc(C)nc(N2CCCC(C(=O)NCC(C)C)C2)n1 (stereo not given)	-2.7%	nt
Clc1ccc(OCCCCN2CCOCC2)cc1	2.4%	0%
CC(NC(=O)c1cccs1)c1ccccc1 (stereo not given)	4.0%	-4%
COc1ccc2cc(CN(Cc3ccco3)C(c3nnnn3C3CCCCC3)C(C)C)c(=O)[nH]c2c1 (stereo not given)	0.2%	-6%
Cc1ccc2[nH]c(=O)c(C(c3nnnn3C3CCCC3)N3CCCc4ccccc43)cc2c1 (stereo not given)	8.5%	nt
Cn1c(SCc2ccc(C#N)cc2)nnc1-c1cccc(Cl)c1	-0.3%	-16%
Cc1cc(NC(=O)CSc2nnc(Cc3ccccc3)o2)no1	-3.1%	-11%
COC(=O)c1c(NC(=O)CSc2nnnn2-c2ccccc2)sc2c1CCCC2	-4.3%	-2%
CN(C(=O)c1ccco1)c1nc(CC(=O)Nc2ccccc2)cs1	3.3%	nt
O=C(NCCCCCCNC(=O)c1ccc(CN2CCOCC2)cc1)c1ccc(CN2CCOCC2)cc1	-1.9%	-3%
O=C(Nc1ccc([N+](=O)[O-])cc1)c1ccccc1C(F)(F)F	5.5%	1%
CCOc1ccc(/C=C2\SC(=S)N(CCC(=O)N3CCOCC3)C2=O)cc1	1.3%	0%
COc1ccc(S(=O)(=O)CCc2nc3ccccc3o2)cc1	-2.0%	-3%
Cc1occc1C(=O)N/N=C/c1ccccc1	-0.6%	-1%
CN(C)c1ccc(C(C#N)(C#N)C2C(=O)c3ccccc3C2=O)cc1	-0.4%	-10%
COc1ccc(OCC(=O)Nc2ccc(N3CCOCC3)cc2)cc1	1.8%	-6%
FC(F)(F)c1cccc(N2CCc3cn[nH]c32)c1	-2.2%	-7%
O=c1cc(Nc2ccc3c(c2)OCO3)[nH]c(=O)n1-c1ccc(Br)cc1	-6.5%	6%
COCCOC(=O)C1=C(C)NC(=S)NC1c1ccc(OC)c(OC)c1 (stereo not given)	-1.1%	3%
Nc1nc(SCc2ccc(Cl)cc2)ns1	-1.7%	-2%
Clc1ccccc1CN(Cc1ccccc1)c1ncnc2nc[nH]c12	-5.5%	-2%
CC(C)[C@H](NC(=O)NC1CCCc2ccccc21)C(=O)O (stereo not given in full)	-4.0%	-5%
Cc1ccc(-c2ccc(C(=O)Nc3ccc(N4CCOCC4)cc3)o2)cc1Cl	-2.1%	4%
O=C(Nc1ccc(F)cc1F)c1cnn2c1NC(c1ccco1)CC2C(F)(F)F (stereo not given)	0.3%	2%
CC(=O)N(Cc1cccs1)C1CCOC(C)(C)C1 (stereo not given)	7.0%	-15%

Three of the entries above in order of their number in Hsp70 displacement, high to low:
molecule	Hsp70 displacement
COCCOC(=O)C1=C(C)NC(=S)NC1c1ccc(OC)c(OC)c1 (stereo not given)	-1.1%
Nc1nc(SCc2ccc(Cl)cc2)ns1	-1.7%
O=C(NCCCCCCNC(=O)c1ccc(CN2CCOCC2)cc1)c1ccc(CN2CCOCC2)cc1	-1.9%

4 compounds drawn at random from the list so far, as already listed:
SMILES	Hsp70 displacement	MKP-3 inhibition
CCOC(=O)c1c(-c2ccc(Br)cc2)csc1NC(=O)CSc1ccccc1	-0.3%	7%
Cc1cc(N2CCCCC2)nc(N2CCOCC2)n1	7.6%	nt
O=C(NCCCCCCNC(=O)c1ccc(CN2CCOCC2)cc1)c1ccc(CN2CCOCC2)cc1	-1.9%	-3%
O=C(NC1CCCCC1)C(c1ccccc1)N1CCC2(CC1)OCCO2 (stereo not given)	-0.3%	3%

(further entries)
SMILES	Hsp70 displacement	MKP-3 inhibition
COc1ccc(-c2nc3c4ccccc4[nH]c(=O)n3n2)cc1	2.7%	nt
COc1ccccc1N1CCN(C(=O)Cn2nc(C(F)(F)F)c3c2CCC3)CC1	-0.5%	7%
CC(=O)NC(C(Cl)(Cl)Cl)S(=O)(=O)c1ccccc1 (stereo not given)	-3.6%	-1%
CCOC(=O)c1cc(NC(=O)CSc2nnc(CN3CCOCC3)n2C)ccc1Cl	-7.2%	nt
Cc1ccc(C(=O)c2ccc([N+](=O)[O-])cc2)cc1	6.4%	nt
CN1C(=O)/C(=C/c2ccc(N3CCCC3)cc2)C(=O)N(c2ccccc2)C1=S	-9.7%	10%
CCc1nc(SCC(=O)N2CCN(C(=O)c3ccco3)CC2)c2c3c(sc2n1)CCCC3	-1.0%	0%
CN(C(=O)c1ccc(C(=O)N(C)C2CCCCC2)cc1)C1CCCCC1	1.6%	nt
O=C(Nc1sc2c(c1C(=O)NCCc1ccccc1)CCCCC2)c1ccccc1F	-2.3%	1%
CCc1nnc(SCc2ccc(OC(C)C)cc2)n1N	103%	4%
CC1=C(C(=O)OCCc2ccccc2)C(c2ccc(Br)cc2)NC(=O)N1 (stereo not given)	-2.1%	2%
O=C(c1ccc([N+](=O)[O-])cc1Cl)N1CCN(c2ccc(F)cc2)CC1	-1.1%	-2%
O=C(Nc1cccc(NS(=O)(=O)c2ccc(S(=O)(=O)NC3CC3)cc2)c1)c1ccccn1	1.2%	-9%
Cc1cc(NC(=O)CSc2ccc3nnc(-c4cccc(F)c4)n3n2)no1	3.8%	-2%
CCn1nnnc1SCC(=O)c1ccc(NC(C)=O)cc1	9.3%	-15%
COc1ccccc1C1/C(=C(\O)c2c(C)nc3c(C)cccn23)C(=O)C(=O)N1CCCN(C)C (stereo not given)	4.2%	1%
CCOC(=O)C1=C(O)/C(=C/c2ccc(Cl)cc2Cl)SC1=Nc1cccc(Cl)c1	6.0%	10%
Cc1ccccc1N1C(=O)NC(=O)/C(=C\c2ccc(OCc3cccc(C(=O)O)c3)cc2)C1=O	0.2%	-1%
CCN(CC)S(=O)(=O)c1cccc(-c2nnc(SCc3ncc(-c4ccccc4)o3)n2C)c1	3.8%	-2%
COc1ccccc1NC(=O)CN1C(=O)NC(CC(C)C)C1=O (stereo not given)	-3.7%	-11%
Cc1cc(C)n(C(=O)CNC(=O)C2COc3ccccc3O2)n1 (stereo not given)	-2.3%	-2%
COc1cc(NC(=O)c2nnn(Cc3ccc(SC)cc3)c2N)cc(OC)c1	4.3%	-15%
O=C(Cc1ccccc1)Nc1ccccc1C(=O)N1CCN(Cc2ccccc2)CC1	-2.7%	2%
Cc1cccn2cc(CCNC(=O)c3ccc(Br)o3)nc12	-2.4%	-4%
COC(=O)c1ccccc1S(=O)(=O)C(C)(C)C	-1.9%	nt
Following part:
SMILES	Hsp70 displacement	MKP-3 inhibition
O=C(Cn1nc(-c2ccc(Cl)cc2)c2ccccc2c1=O)Nc1cccnc1	0.4%	nt
CCOc1ccc(CN2CCN(C(=O)c3cccc(F)c3)CC2)cc1	1.2%&3.5%	2%
CC(C)COc1ccc2c(c1)c1c3c(nccn32)CCC1	0.4%	1%
COc1cccc(NC(=O)CSCC(=O)O)c1	-92%	nt
COc1ccc(-c2nn(C)c(=O)c3ccccc23)cc1CNC(=O)CN1CCOCC1	-4.1%	nt
CC(Oc1ccccc1)C(=O)Nc1nc2c(s1)C(=O)CC(C)(C)C2 (stereo not given)	-2.0%	nt
CCCCNS(=O)(=O)c1ccc2nc(SCC(=O)Nc3sccc3C#N)[nH]c2c1	-5.0%	6%

Only part of the results is shown; count on the stated rates, not on these rows.
